Bioassay records: PubChem BioAssay, The Scripps Research Institute Molecular Screening Center
procasp3 activ – activates human procaspase-3 | P42574 | AID 463141 | recombinant procaspase-3 D3A, Ac-DEVD-pNA absorbance 405 nm | activation, % at 8.5 µM | 330,000 tested, 0.11% active;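 active = activation above the mean of all tested compounds plus 3 SD, cut at about 21% in these data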;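 also: 0% = DMSO alone and 100% = DMSO wells spiked with extra 5 µM PC-3 D3A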
Target sequence (P42574 whole entry D9A/D28A/D175A): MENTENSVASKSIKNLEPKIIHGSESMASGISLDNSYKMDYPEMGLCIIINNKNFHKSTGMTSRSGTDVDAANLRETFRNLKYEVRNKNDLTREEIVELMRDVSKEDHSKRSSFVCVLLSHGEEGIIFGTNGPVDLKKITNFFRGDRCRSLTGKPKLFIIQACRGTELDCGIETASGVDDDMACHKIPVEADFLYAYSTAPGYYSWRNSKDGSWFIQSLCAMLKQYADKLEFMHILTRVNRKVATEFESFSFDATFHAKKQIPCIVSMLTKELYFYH
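Assay system – Procaspase-3 D3A mutant · Benchmarks – DMSO low control, extra-enzyme high control · Technique – 405 nm absorbance of p-nitroaniline, reads at 0 and 120 min · Doses – 8.5 µM nominal · Measure – % activation between DMSO and enzyme-spiked controls · Also added – Ac-DEVD-pNA chromogenic peptide substrate · Schedule – 1 h compound preincubation, 2 h substrate hydrolysis at 25 °C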
PP1 counter – PP1-alpha (human) inhibition in PP5 counter-screen. P62136. purified PP1alpha, OMFP fluorescence. inhibition, % at 6.7 µM. 320,000 tested, 0.9% active;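 active = inhibition above the mean inhibition of all tested compounds plus 3 SD, computed separately for each screening campaign, cut at about 15% in these data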
proCasp7 act – counter-screen: procaspase-7 (human) activation; 330,000 tested, 0.093% active; recombinant procaspase-7, Ac-DEVD-pNA absorbance 405 nm; D23A/D198A/D206A triple mutant, cannot self-cleave; scale: DMSO 0, 5 µM enzyme 100; P55210; activation, % at 8.5 µM;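 active = percent activation above the screen-wide mean plus 3 SD, cut at about 25% in these data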
Target sequence (P55210 whole entry D23A/D198A/D206A): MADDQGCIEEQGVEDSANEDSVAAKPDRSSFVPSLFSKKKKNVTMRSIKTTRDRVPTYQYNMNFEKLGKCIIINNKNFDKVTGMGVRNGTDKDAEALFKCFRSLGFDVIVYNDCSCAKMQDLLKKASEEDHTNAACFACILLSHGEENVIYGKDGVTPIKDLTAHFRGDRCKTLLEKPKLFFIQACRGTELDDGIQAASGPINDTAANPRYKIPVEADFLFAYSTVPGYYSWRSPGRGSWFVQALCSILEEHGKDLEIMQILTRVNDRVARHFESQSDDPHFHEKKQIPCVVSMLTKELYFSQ
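Detection: p-Nitroaniline absorbance at 405 nm, read at 0 and 120 min; system: Uncleavable procaspase-7 mutant enzyme; evaluation: % activation from two-timepoint absorbance difference, scaled to controls; times: 1 h enzyme–compound preincubation and 2 h substrate reaction, both 25 °C; buffer or medium: Zinc-free HEPES pH 7.4 with 300 mM NaCl, 0.01% Triton X-100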
PAFAH2 inh – PAFAH2 (human) inhibition; Q99487; recombinant PAFAH2, FP-rhodamine activity probe, fluorescence polarization; inhibition, % at 3.39 µM; 340,000 tested, 0.99% active;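 active = inhibition above the mean over all tested compounds plus 3 SD, cut at about 30% in these data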;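 also: inhibitors block probe labeling of enzyme so polarization drops; 0% = enzyme with DMSO and 100% = wells lacking PAFAH2 protein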
TPT1 inh – C. albicans TPT1 enzyme inhibition; 300,000 tested, 0.81% active; inhibition, % at 5 µM; recombinant caTPT1, FP RNA substrate dephosphorylation;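 active = inhibition above the mean of all tested compounds plus 3 SD, set per screening campaign, cut at about 24% in these data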;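 also: plate controls were DMSO alone for no effect and ferristatin control at 100 nM for full effect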
AHR activator – activates the human aryl hydrocarbon receptor. P35869. AHR-responsive luciferase reporter cells, luminescence. activation, % at 5 µM. 320,000 tested, 2.5% active. AID 2796; in the data active = activation above about 47%;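 also: 0% = vehicle wells and 100% = reference agonist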
core dimer inh – HCV core protein dimerization inhibition | TR-FRET GST/Flag-core106 dimerization, 1536-well | inhibition, % at 5 µM | 300,000 tested, 0.33% active;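 active = inhibition above the mean of all tested compounds plus 3 SD, set per screening campaign, cut at about 45% in these data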
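Test system: GST/Flag-tagged HCV core106 proteins; Medium: KF-containing HEPES buffer, pH 7.45, DTT, CHAPS, BSA; Times: compound-protein-antibody incubation 4 h at 22.5 °C; Detection: TR-FRET 671 and 617 nm emission; Benchmarks: wells lacking GST-core106 and wells with excess unlabelled core106.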
CTSL1 counter – cathepsin L1 inhibition, PFM18AAP counter-screen | recombinant F. hepatica cathepsin L1, Z-Leu-Arg-MCA fluorescence | inhibition, % at 5.96 µM | 300,000 tested, 0.49% active | AID 1906;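 active = inhibition above the mean of all tested compounds plus 3 SD, set per screening campaign, cut at about 17% in these data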;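 also: 0% = plate median of test compound wells and 100% = 1 µM Z-Phe-Ala-diazomethylketone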
PP5 primary – inhibitors of human protein phosphatase 5 (PP5); purified PP5c, OMFP substrate fluorescence; inhibition, % at 6.7 µM; 320,000 tested, 0.18% active; P53041;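 active = inhibition above the campaign's mean inhibition across all tested compounds plus 3 SD, cut at about 9.5% in these data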;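 also: 0% = DMSO only and 100% = 100 µM cantharidin control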
* marks the source's active call; other numbers are inactive results; / = no result given.

SMILES | procasp3 activ | PP1 counter | proCasp7 act | PAFAH2 inh | TPT1 inh | AHR activator | core dimer inh | CTSL1 counter | PP5 primary
CCOC(=O)c1c(NC(=O)c2ccc(Br)o2)sc2c1CCCC2 | 0 | 0 | 3 | -1 | 2 | 18 | 10 | 2 | -0.3
COCCNC(=O)NC(=O)CN1CCCc2ccccc21 | 3 | -1 | 2 | 2 | -16 | 10 | -2 | -1 | -0.1
CCS(=O)(=O)c1nc(S(=O)(=O)c2ccc(C)cc2)c(N2CCN(C)CC2)s1 | 5 | -3 | -6 | 0 | 1 | -2 | -2 | -1 | 1.8
COc1cc(NC(=S)N2CCCC(C)C2)cc(OC)c1OC (stereo not drawn) | -11 | -8 | -13 | -5 | -1 | 9 | 13 | -4 | 2.1
CC(=O)Nc1cccc(NC(=O)c2ccc3c(c2)CCN3S(=O)(=O)c2ccccc2)c1 | 5 | -2 | 1 | -12 | -4 | 13 | 8 | -10 | 1.8
CC(=O)Nc1ccc2c(c1)ncn2C1CCCCC1 | 7 | 5 | 3 | 9 | -8 | 2 | -7 | 5 | -0.4
CCOC(=O)CSc1nc2cccnc2n1-c1ccc(F)cc1 | 5 | 0 | 0 | -5 | 6 | 0 | 5 | 0 | 2.4
O=C(Cn1cnc2c(nnn2-c2ccccc2)c1=O)NCCc1ccccc1 | 13 | 1 | -1 | -3 | -2 | 2 | 11 | 0 | -0.8
CCOc1ccc2oc(C(=O)N3CCN(Cc4ccccc4)CC3)c(C)c2c1 | 6 | -1 | 9 | 6 | -2 | 6 | 6 | 0 | 2.7
CCOC(=O)C1=NN(C(C)=O)C2C(=O)N(CC)C(=O)C12 (stereo not drawn) | 5 | -10 | 1 | / | -4 | -1 | 2 | -5 | -1.2
CCCC(=O)Nc1ccc2c(c1)nc1n2CCSC1 | 5 | 3 | -8 | -6 | -1 | -5 | -3 | -1 | 1.4
O=C(NCCN1CCCCC1)Nc1ccc(F)cc1F | -1 | -1 | -6 | 7 | 3 | -5 | -85 | 3 | -1.0
COc1cccc(C(=O)C2=NN(C(C)=O)CC2c2ccco2)c1 (stereo not drawn) | 9 | 6 | 4 | 5 | -3 | 3 | 1 | 0 | 1.4
C=CCOc1ccc(CN(C)Cc2nc3cc(C(F)(F)F)ccc3c(=O)[nH]2)cc1 | 0 | 0 | 1 | -6 | 1 | 3 | 1 | 8 | 3.0
Nc1ccccc1Oc1c(F)c(F)c(Oc2ccccc2N)c(F)c1F | 7 | -1 | 2 | -1 | -1 | 0 | -1 | 5 | 2.6
C=CCc1cc(Cl)ccc1OCCn1ccnc1 | -3 | 6 | -10 | 6 | -4 | 28 | -5 | 7 | 3.7
CCN(CC)C(=O)Oc1ccc(Br)cc1C(=O)Nc1ccc(F)c(Cl)c1 | 1 | 2 | 7 | 11 | 2 | 87* | 9 | 4 | -1.2
COc1ccc(S(N)(=O)=O)cc1C(=O)NCCCN1CCN(c2cccc(Cl)c2)CC1 | -2 | -5 | 7 | 3 | 3 | 0 | -3 | -3 | 1.8
Cc1cc(C)n(CCO)c(=O)n1 | 0 | -3 | 12 | -4 | -4 | -1 | -1 | 3 | -0.1
NC(=S)N/N=C1\CC(n2nnn(-c3cccc(Cl)c3)c2=S)C2COC1O2 (stereo not drawn) | -13 | 2 | -25 | 5 | -4 | 2 | 0 | 3 | 1.8
CC1=NN(C(=O)c2ccc(Cn3nc(C)c([N+](=O)[O-])c3C)o2)C(O)(C(F)(F)F)C1 (stereo not drawn) | 5 | 0 | 1 | 6 | -3 | 2 | -4 | -3 | -0.3
O=C(CN1C(=O)c2ccccc2S1(=O)=O)NC1CC2CCC1C2 (stereo not drawn) | 5 | 0 | -1 | 14 | -1 | 3 | -7 | 1 | 0.0
C=CCOc1ccccc1CN1CCSCC1 | -1 | 4 | 3 | 6 | 2 | -2 | -2 | -1 | 0.7
Cc1ccc(C2=NN=C(NC(=O)CSc3nnc4c5ccccc5n(C)c4n3)SC2)cc1 | -8 | 22* | -8 | 7 | 1 | 77* | 15 | 10 | 1.2
COc1ccc(CC(C#N)(CO)c2nc3ccccc3[nH]2)cc1 (stereo not drawn) | -2 | 0 | 5 | 3 | 0 | 3 | 1 | -1 | 0.1
C=CCN1C(=O)NC2(CCCCC2)C1=O | 2 | -1 | -2 | -2 | -3 | 3 | -16 | 2 | 3.3
COc1ccc(-c2cc3ccccc3n2CC(O)CNCCO)cc1 (stereo not drawn) | -5 | 0 | 2 | -2 | -5 | 3 | -3 | -1 | -1.2

In the list so far, these have fluorine.
SMILES | procasp3 activ | PP1 counter | proCasp7 act | PAFAH2 inh | TPT1 inh | AHR activator | core dimer inh | CTSL1 counter | PP5 primary
CCOC(=O)CSc1nc2cccnc2n1-c1ccc(F)cc1 | 5 | 0 | 0 | -5 | 6 | 0 | 5 | 0 | 2.4
O=C(NCCN1CCCCC1)Nc1ccc(F)cc1F | -1 | -1 | -6 | 7 | 3 | -5 | -85 | 3 | -1.0
C=CCOc1ccc(CN(C)Cc2nc3cc(C(F)(F)F)ccc3c(=O)[nH]2)cc1 | 0 | 0 | 1 | -6 | 1 | 3 | 1 | 8 | 3.0
Nc1ccccc1Oc1c(F)c(F)c(Oc2ccccc2N)c(F)c1F | 7 | -1 | 2 | -1 | -1 | 0 | -1 | 5 | 2.6
CCN(CC)C(=O)Oc1ccc(Br)cc1C(=O)Nc1ccc(F)c(Cl)c1 | 1 | 2 | 7 | 11 | 2 | 87* | 9 | 4 | -1.2
CC1=NN(C(=O)c2ccc(Cn3nc(C)c([N+](=O)[O-])c3C)o2)C(O)(C(F)(F)F)C1 (stereo not drawn) | 5 | 0 | 1 | 6 | -3 | 2 | -4 | -3 | -0.3

Results in CTSL1 counter, PAFAH2 inh and TPT1 inh, for some of the entries so far:
| canonical_smiles | CTSL1 counter | PAFAH2 inh | TPT1 inh |
| --- | --- | --- | --- |
| C=CCOc1ccc(CN(C)Cc2nc3cc(C(F)(F)F)ccc3c(=O)[nH]2)cc1 | 8 | -6 | 1 |
| Nc1ccccc1Oc1c(F)c(F)c(Oc2ccccc2N)c(F)c1F | 5 | -1 | -1 |
